# High-throughput results as filed in PubChem.
# SENP8 block-1 = blocks the human protease SENP8; 1.2% of 330,000 active; AID 2540; inhibition, % at 10 µM; Q96LD8; purified SENP8, Z-RLRGG-aminoluciferin cleavage, luminescence; in the data active means inhibition above about 50%
# HKDC1 inhibitor = blocks human hexokinase HKDC1 activity. 0.16% of 340,000 active. recombinant HKDC1, G6PDH/diaphorase resazurin coupled fluorescence. Q2TB90. inhibition, % at 20 µM. AID 493160;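 active means inhibition above about 35% when tested at 20 µM, limit read from the data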;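 further: plate controls were DMSO wells with enzyme for no effect and DMSO wells lacking enzyme for full effect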
# Target sequence (Q2TB90 whole entry, looked up): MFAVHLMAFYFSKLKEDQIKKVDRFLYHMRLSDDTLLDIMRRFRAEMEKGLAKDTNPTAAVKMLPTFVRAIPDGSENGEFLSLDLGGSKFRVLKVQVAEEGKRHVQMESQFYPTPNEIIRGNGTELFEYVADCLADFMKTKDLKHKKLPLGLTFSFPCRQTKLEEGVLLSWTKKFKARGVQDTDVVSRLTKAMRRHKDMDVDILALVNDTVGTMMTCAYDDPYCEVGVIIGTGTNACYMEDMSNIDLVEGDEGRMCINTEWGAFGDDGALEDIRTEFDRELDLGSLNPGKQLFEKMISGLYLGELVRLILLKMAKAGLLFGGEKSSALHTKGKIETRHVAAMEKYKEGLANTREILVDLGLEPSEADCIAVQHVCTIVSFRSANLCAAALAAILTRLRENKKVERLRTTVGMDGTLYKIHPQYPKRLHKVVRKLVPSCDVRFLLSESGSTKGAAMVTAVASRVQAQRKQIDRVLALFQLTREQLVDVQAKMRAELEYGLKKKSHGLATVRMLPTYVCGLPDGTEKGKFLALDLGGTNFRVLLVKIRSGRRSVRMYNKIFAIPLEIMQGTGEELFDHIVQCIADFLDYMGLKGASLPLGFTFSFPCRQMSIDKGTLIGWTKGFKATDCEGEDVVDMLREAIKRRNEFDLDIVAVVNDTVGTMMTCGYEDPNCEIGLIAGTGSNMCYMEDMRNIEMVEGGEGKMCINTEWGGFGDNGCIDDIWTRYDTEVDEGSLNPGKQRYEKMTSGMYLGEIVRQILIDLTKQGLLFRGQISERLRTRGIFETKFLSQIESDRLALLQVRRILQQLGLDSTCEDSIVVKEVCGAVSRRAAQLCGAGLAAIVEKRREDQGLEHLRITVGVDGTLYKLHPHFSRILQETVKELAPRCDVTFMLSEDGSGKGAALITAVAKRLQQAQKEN
#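 test system = in-house recombinant HK5 (HKDC1) enzyme | amount = HKDC1 at 5 µg/mL | control set = DMSO-enzyme wells negative, buffer-substituted wells positive | compound = one dose of 20 µM, 1% DMSO | schedule = reaction time 90 min, room temperature, protected from light | technique = resorufin fluorescence at 613 nm | reagent = glucose with 1 mM ATP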
# SENP1 FRET inh = inhibitors of human SENP1 SUMO protease catalytic domain. AID 624204. inhibition, % at 10 µM. recombinant SENP1 catalytic domain, CyPet-SUMO1-YPet FRET cleavage. 0.21% of 360,000 active;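 active means inhibition at least 30% at 10 µM, raw YFP signal under a set limit, fluorescence ratio 0.5 to 1.5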;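 further: 0% = enzyme with DMSO and 100% = no enzyme wells; some results filed as inactive read as strong as hits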
#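 System: Recombinant human SENP1 catalytic domain, His6-tagged | Incubation: Enzyme reaction for 50 min at room temperature, dark | Medium: Tris pH 8 with BME, BSA, NP40 and catalase | Also added: 25 nM SUMO1 FRET substrate | Compound: 10 µM single point, 0.5% DMSO | Measured by: FRET fluorescence in CFP and YFP emission channels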
# SENP8 block-2 = inhibitors of human SENP8 protease; Q96LD8; recombinant SENP8, Nedd8 substrate fluorescence; inhibition, % at 20 µM; 0.64% of 360,000 active; AID 602440; in the data active means inhibition mostly above about 40%, no sharp cut-off; inactive means mostly below about 27%
# SENP6 block = SENP6 protease inhibition. Q9GZR1. Recombinant SENP6 catalytic domain, aminoluciferin luminescence. inhibition, % at 10 µM. 1.8% of 330,000 active;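 active means inhibition above about 50% at the single tested dose, limit read from the data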;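 further: plate controls were DMSO wells with enzyme for no effect and DMSO wells lacking enzyme for full effect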
# SENP7 inh = SENP7 protease inhibition; Q9BQF6; recombinant SENP7, Z-RLRGG-aminoluciferin luminescence, 40 min; inhibition, % at 5 µM; 1.5% of 330,000 active; AID 434973;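 active means inhibition above about 50% at the single test dose, limit read from the data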;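 further: plate controls were DMSO with enzyme for no effect and no enzyme buffer wells for full effect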
# Apaf-1 inh = human Apaf-1 inhibition | O14727 | reconstituted apoptosome caspase-3 activity, DEVD-Rh110 fluorescence | inhibition, % at 20 µM | 0.71% of 330,000 active; active means inhibition of at least 40% at 20 µM;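 further: plate controls were DMSO wells for no effect and DEVD-CHO caspase inhibitor wells for full effect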
#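 Material: biochemical Apaf-1 apoptosome reconstitution. Medium: Hepes buffer, pH 7.5. Also added: cytochrome c activation, bis-DEVD rhodamine 110 substrate. Timing: 30 min compound preincubation, 50 min activation, room temperature. Measured by: rhodamine 110 fluorescence at Ex 480/Em 540 nm.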
# PfGluPho inh = PfG6PD (Plasmodium falciparum) enzyme inhibition; AID 504690; 0.78% of 350,000 active; PfGluPho enzyme, NADPH resazurin-diaphorase fluorescence; inhibition, % at 20 µM;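 active means inhibition reaching at least a set limit at 20 µM in the primary screen, cut at about 59% in these data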;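 further: 0% = DMSO wells with substrate and 100% = DMSO wells lacking glucose-6-phosphate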
# Numbers without * were called inactive; . = no result given.
# Field names: A = SENP8 block-1; B = HKDC1 inhibitor; C = SENP1 FRET inh; D = SENP8 block-2; E = SENP6 block; F = SENP7 inh; G = Apaf-1 inh; H = PfGluPho inh
SMILES: O=C1CCCC(O)=C1N=Nc1cccc(C(=O)O)c1
  A: 60.8* | B: -2.9 | C: -0.5 | D: 20.8 | E: 76.5* | F: 80.0* | G: 3.6 | H: 2.9
SMILES: CCN(CC)C(=O)c1ccc(CS(=O)(=O)c2ccc(Br)cc2)cc1
  A: 6.7 | B: 3.5 | C: 1.6 | D: 11.6 | E: 14.6 | F: 5.3 | G: -6.9 | H: -3.6
SMILES: Cn1ccnc1C1CCCCN1C(=O)c1cc(COc2ccc(F)cc2Cl)on1 (stereo not drawn)
  A: 4.1 | B: 14.5 | C: 3.0 | D: 14.3 | E: -1.1 | F: 1.3 | G: 5.6 | H: 4.7
SMILES: CC(=O)N1CCN(C(=O)c2ccc(S(=O)(=O)Nc3cccc(C(F)(F)F)c3)cc2)CC1
  A: -7.8 | B: -5.9 | C: -1.4 | D: 9.1 | E: -1.4 | F: -2.2 | G: -1.4 | H: -8.4
SMILES: CC(C)CCNC(=O)C(Cc1ccccc1)NS(=O)(=O)c1ccc2c(c1)c(=O)n(C)c(=O)n2C (stereo not drawn)
  A: -6.9 | B: 0.0 | C: 4.5 | D: 2.9 | E: -6.5 | F: -10.6 | G: 5.6 | H: -28.4
SMILES: COC(CN(C)C(=O)c1cn(C)c2ccc(S(=O)(=O)N(C)C3CCCCC3)cc2c1=O)OC
  A: -0.8 | B: -0.4 | C: 1.6 | D: 23.2 | E: -8.1 | F: 10.7 | G: -5.8 | H: 2.5
SMILES: C/C(=N\Nc1nc(-c2ccccn2)nc2ccccc12)c1ccc(F)cc1
  A: 5.0 | B: -24.4 | C: 2.4 | D: 11.3 | E: 8.2 | F: 6.8 | G: -2.0 | H: 19.3
SMILES: COc1ccc(N2CCN(C(=O)CN(c3ccccc3)S(=O)(=O)c3ccc(OC)cc3)CC2)cc1
  A: -1.7 | B: 0.8 | C: 0.6 | D: 8.1 | E: -8.7 | F: -0.5 | G: 20.9 | H: -1.7
SMILES: CC(C)CNC(=O)c1ccccc1NC(=O)c1ccc(CSc2ccccc2)cc1
  A: -0.8 | B: 16.0 | C: 1.5 | D: 3.0 | E: -3.0 | F: 4.2 | G: 10.0 | H: 20.8
SMILES: CSc1ccccc1C(=O)N1CCC(n2nccc2NC(=O)C(C)(C)C)CC1
  A: 1.1 | B: -3.5 | C: 0.2 | D: -0.8 | E: 1.7 | F: 3.6 | G: -6.2 | H: 5.6

# New compounds follow:
# Field names: A = SENP8 block-1; B = HKDC1 inhibitor; C = SENP1 FRET inh; D = SENP8 block-2; E = SENP6 block; F = SENP7 inh; G = Apaf-1 inh; H = PfGluPho inh
SMILES: CC(C)CCN(C(=O)c1ccccn1)c1c(N)n(Cc2ccccc2)c(=O)[nH]c1=O
  A: 2.1 | B: 1.9 | C: 0.1 | D: -14.4 | E: -6.0 | F: 9.9 | G: 5.8 | H: -5.4
SMILES: CS(=O)(=O)CCC(C(=O)Nc1ccc2c(c1)OCO2)N1Cc2ccccc2C1=O (stereo not drawn)
  A: -4.8 | B: 0.5 | C: -1.7 | D: 4.3 | E: -9.3 | F: 11.1 | G: 1.6 | H: 25.4
SMILES: COc1ccc(N(C)C(=O)c2cn(CC(C)C)c(=O)c3cc(OC)c(OC)cc23)cc1
  A: 4.9 | B: -2.4 | C: 1.0 | D: 8.3 | E: -3.8 | F: 6.8 | G: -2.6 | H: -4.4
SMILES: Clc1ccc(-c2nnc(COc3ncnc4ccccc34)o2)cc1
  A: 3.1 | B: -3.3 | C: -1.6 | D: -3.9 | E: -14.5 | F: -0.8 | G: -12.9 | H: -1.1
SMILES: CCOc1ccc(OCCn2nnc3ccccc3c2=O)cc1
  A: 57.7* | B: 5.1 | C: -3.2 | D: -4.7 | E: 68.6* | F: 67.2* | G: 7.0 | H: -6.3
SMILES: NNC(=O)C1c2ccccc2Oc2ccccc21
  A: 7.1 | B: 2.2 | C: 5.1 | D: 5.3 | E: -17.2 | F: 7.4 | G: 5.4 | H: 2.4
SMILES: CC(C)[C@@H](N)C(=O)N/N=C/c1ccc2nccnc2c1
  A: -13.8 | B: -7.2 | C: -19.6 | D: 5.3 | E: -4.3 | F: 13.6 | G: -6.8 | H: 6.4
SMILES: Cn1nnnc1SCc1ccc(F)cc1
  A: 1.8 | B: -3.8 | C: 2.8 | D: 13.8 | E: -13.1 | F: 9.6 | G: -3.6 | H: -7.9
SMILES: Cc1nn(Cc2noc(C(=O)NCCc3ccccn3)n2)c(C)c1Br
  A: 3.8 | B: -2.5 | C: 1.0 | D: 10.7 | E: -10.8 | F: 3.2 | G: 2.5 | H: -18.1
SMILES: Cn1ncc(C(=O)Nc2ccc(Cl)cc2)c1C(F)(F)F
  A: -1.3 | B: -2.4 | C: 0.7 | D: 37.9 | E: -0.5 | F: -6.8 | G: 15.4 | H: -1.9

# Part of the list above in another layout.
Molecule | SENP8 block-1 | HKDC1 inhibitor | SENP1 FRET inh | SENP8 block-2 | SENP6 block | SENP7 inh | Apaf-1 inh | PfGluPho inh
CC(=O)N1CCN(C(=O)c2ccc(S(=O)(=O)Nc3cccc(C(F)(F)F)c3)cc2)CC1 | -7.8 | -5.9 | -1.4 | 9.1 | -1.4 | -2.2 | -1.4 | -8.4
CC(C)CCNC(=O)C(Cc1ccccc1)NS(=O)(=O)c1ccc2c(c1)c(=O)n(C)c(=O)n2C (stereo not drawn) | -6.9 | 0.0 | 4.5 | 2.9 | -6.5 | -10.6 | 5.6 | -28.4
COC(CN(C)C(=O)c1cn(C)c2ccc(S(=O)(=O)N(C)C3CCCCC3)cc2c1=O)OC | -0.8 | -0.4 | 1.6 | 23.2 | -8.1 | 10.7 | -5.8 | 2.5
C/C(=N\Nc1nc(-c2ccccn2)nc2ccccc12)c1ccc(F)cc1 | 5.0 | -24.4 | 2.4 | 11.3 | 8.2 | 6.8 | -2.0 | 19.3
COc1ccc(N2CCN(C(=O)CN(c3ccccc3)S(=O)(=O)c3ccc(OC)cc3)CC2)cc1 | -1.7 | 0.8 | 0.6 | 8.1 | -8.7 | -0.5 | 20.9 | -1.7

# The listing continues:
# Field names: A = SENP8 block-1; B = HKDC1 inhibitor; C = SENP1 FRET inh; D = SENP8 block-2; E = SENP6 block; F = SENP7 inh; G = Apaf-1 inh; H = PfGluPho inh
SMILES: O=C(CSc1cn(CCNC(=O)c2cccs2)c2ccccc12)NC1CCCC1
  A: -1.4 | B: 1.1 | C: 1.0 | D: 0.1 | E: -4.4 | F: 5.9 | G: 5.2 | H: -10.2
SMILES: Cc1nc(-c2ccccc2)nc2[nH]c(-c3ccccc3)cc(=O)c12
  A: -0.1 | B: 0.2 | C: 1.7 | D: -4.4 | E: 5.9 | F: 3.6 | G: 19.0 | H: 7.7
SMILES: Cc1ccc(Nc2nc(N)nc(CN3CCN(Cc4ccc5c(c4)OCO5)CC3)n2)cc1C
  A: . | B: 2.4 | C: -0.9 | D: 11.0 | E: . | F: . | G: . | H: -8.0
SMILES: CN(C)C(=O)CCC(=O)N1CCCC(C(=O)c2ccc(C(F)(F)F)cc2)C1 (stereo not drawn)
  A: -1.5 | B: -4.1 | C: 0.7 | D: 11.3 | E: 12.6 | F: -9.8 | G: 0.2 | H: 10.6
SMILES: CCOC(=O)CSc1cc(C)c(C#N)c2nc3ccccc3n12
  A: 9.0 | B: 26.6 | C: -26.2 | D: -319.8 | E: 13.4 | F: 7.5 | G: 10.3 | H: 30.2
SMILES: O=C(NCC1CCCO1)C(c1cccs1)N(Cc1ccccc1Cl)C(=O)c1ccc(-c2ccccc2)[nH]1 (stereo not drawn)
  A: -2.9 | B: -4.6 | C: -2.4 | D: -25.6 | E: -10.2 | F: 1.3 | G: 23.8 | H: 11.8
SMILES: Cc1ccccc1N=C1SC(CC(=O)Nc2ccc3ccccc3c2)C(=O)N1Cc1ccccn1 (stereo not drawn)
  A: -7.2 | B: 20.8 | C: 1.9 | D: 10.9 | E: -1.5 | F: -12.7 | G: 4.4 | H: 15.3
SMILES: CCOC(=O)C(CC)n1cnc2c(cnn2-c2ccc(Cl)cc2)c1=O (stereo not drawn)
  A: -6.1 | B: -2.6 | C: 2.8 | D: -3.6 | E: -14.2 | F: -6.2 | G: 13.7 | H: -7.6
SMILES: CC(C)NC(=O)N(C)C[C@H]1Oc2ccc(NC(=O)NC3CCCCC3)cc2C(=O)N([C@H](C)CO)C[C@@H]1C
  A: -11.3 | B: 2.7 | C: 0.5 | D: 16.2 | E: -13.7 | F: -7.9 | G: 12.4 | H: -10.4
